# ALDH1A1 inh: qHTS Assay for Inhibitors of Aldehyde Dehydrogenase 1 (ALDH1A1); Purified ALDH1A1, NADH fluorescence, propionaldehyde substrate; Aldehyde dehydrogenase 1A1 (Homo sapiens), P00352; hit rate 7.3% among 220,000; Potency, µM (series often up to 75.3 µM), without a hit: at the top dose activity, negative = inhibition, actives largely listed as inhibitors; active means well fitted inhibition curve with a large enough effect, not every such curve was filed as active; inconclusive means small, poorly fitted or top-dose-only effect, or another doubt; inactive means no such curve, though single readings can be large or run the other way;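 further: plate controls were no enzyme wells and a reference inhibitor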
# TR SRC2 fluor cs: Total Fluorescence Counterscreen for Inhibitors of the Interaction of Thyroid Hormone Receptor and Steroid Receptor Coregulator 2; hit rate 0.29% among 280,000; TRb/SRC2 Texas Red total fluorescence interference; AID 1479, 2009; Potency, µM (doses to about 106 µM), for the others: at the top dose fluorescence change, negative = quenching; active means well fitted curve in either direction with a large enough effect; inconclusive means small, poorly fitted or top-dose-only effect; further: on the % scale 0 is the no-effect control and ±100 the full control effect
#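 Human TRβ ligand-binding domain (0.6 uM) and Texas Red SRC2 peptide (20 nM) in Tris buffer with 1 uM T3 and 5% DMSO were incubated with pinned compound for 5 hr at ambient temperature. Total fluorescence was computed as S + 2P (555/632 nm).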
# SMN2 splice enh: qHTS Assay for Enhancers of SMN2 Splice Variant Expression | HEK293 SMN2-luciferase splicing reporter, luminescence, 30-36 h | Potency, µM (highest dose often 46.1 µM), for the others: at the highest dose activity change, positive = activation, hits mostly activators | hit rate 2.8% among 210,000; further: % of control where 0% means no effect; nearly all actives have a fitted effect of over 55% in size
#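 HEK293 cells carry an SMN2 […]–luciferase reporter in which exon 7 inclusion puts luciferase in frame. Cells were plated 10-12 h before compound addition, then incubated 30-36 h at 37C. ONE-Glo luminescence was read; sodium butyrate at 4.5 mM final served as control.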
# LMNA splice mod: qHTS Assay for Modulators of Lamin A Splicing; HeLa LMNA splicing GFP/RFP minigene ratio, 48 h; Potency, µM (doses to about 46.1 µM), for the others: at the top dose ratio change, negative = inhibition, hits mostly inhibitors; hit rate 0.01% among 200,000; AID 1487, 2009; active means well fitted inhibition curve with a large enough effect in the signal ratio, with a control signal flat, not every such curve was filed as active; inconclusive means small, poorly fitted or top-dose-only effect, or effect the other way, or a change in a side signal; the % refers to the signal ratio; further: on the % scale 0 is the no-effect control and ±100 the full control effect
#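 Read-out is the ratio of GFP to DsRed2 object intensity, acquired by 488 nm laser-scanning cytometry on HeLa lamin A-EGFP minigene reporter cells. Compound incubation 48 hrs at 37 °C in Opti-MEM with 2% FBS; DMSO 0.5% final.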
# TRb-SRC2 inh: qHTS for Inhibitors of the Interaction of Thyroid Hormone Receptor and Steroid Receptor Coregulator 2; TRbeta-SRC2 peptide binding, fluorescence polarization; receptor liganded with 1 µM T3; Potency, µM (titrated, usually from 106 µM), for inactives: at the highest dose activity change, negative = inhibition, most hits filed as inhibitors; hit rate 0.065% among 280,000; AID 1469, 2008;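 further: plate controls were bound peptide for no effect and peptide without receptor for full effect; nearly all actives have a fitted effect of over 50% in size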
# Target sequence (P10828 whole entry, looked up): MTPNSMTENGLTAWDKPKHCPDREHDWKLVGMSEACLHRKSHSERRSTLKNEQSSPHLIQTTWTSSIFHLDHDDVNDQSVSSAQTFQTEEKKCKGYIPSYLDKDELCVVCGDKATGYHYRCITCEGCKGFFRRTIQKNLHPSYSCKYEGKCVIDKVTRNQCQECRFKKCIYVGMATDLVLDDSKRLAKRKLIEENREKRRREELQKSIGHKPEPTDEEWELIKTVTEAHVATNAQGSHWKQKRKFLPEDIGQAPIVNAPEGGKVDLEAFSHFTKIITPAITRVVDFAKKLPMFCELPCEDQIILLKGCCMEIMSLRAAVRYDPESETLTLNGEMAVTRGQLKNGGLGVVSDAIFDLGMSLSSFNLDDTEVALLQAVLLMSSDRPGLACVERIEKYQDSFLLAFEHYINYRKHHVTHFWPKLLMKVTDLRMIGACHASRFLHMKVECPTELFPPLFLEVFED
#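 Binding of a 20-amino-acid Texas Red SRC2 peptide (20 nM) to TRb ligand-binding domain (0.6 uM) with agonist T3 at 1 uM was followed by fluorescence polarization after a 5 hr room-temperature incubation.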
# KDM4E inh: qHTS Assay for Inhibitors of Human Jumonji Domain Containing 2E (JMJD2E). AID 2147, 2009. Potency, µM (doses to about 57.1 µM), for the others: at the top dose activity change, negative = inhibition, actives largely listed as inhibitors. hit rate 1.6% among 230,000. JMJD2E catalytic domain, FDH-coupled NADH fluorescence (FDH is formaldehyde dehydrogenase); active means well fitted inhibition curve with a large enough effect, not every such curve was filed as active; inconclusive means small, poorly fitted or top-dose-only effect, or another doubt; inactive means no such curve, though single readings can be large or run the other way;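 further: 0% = wells with enzyme and -100% = buffer wells without enzyme; nearly all actives have a fitted effect of over 50% in size; many of its hits are not listed in these tables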
# RECQ1 helicase: qHTS Assay for Inhibitors of RecQ-Like Dna Helicase 1 (RECQ1); ATP-dependent DNA helicase Q1 (Homo sapiens), P46063; RECQ1 DNA unwinding, red fluorescence kinetic read; Potency, µM (top dose mostly 57.3 µM), inactives show top-dose activity, negative = inhibition, most hits filed as inhibitors; hit rate 0.54% among 240,000; AID 2549, 2010;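 further: plate controls were vehicle for no effect and no enzyme for full effect; nearly all actives have a fitted effect of over 30% in size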
# Target sequence (P46063 whole entry, looked up): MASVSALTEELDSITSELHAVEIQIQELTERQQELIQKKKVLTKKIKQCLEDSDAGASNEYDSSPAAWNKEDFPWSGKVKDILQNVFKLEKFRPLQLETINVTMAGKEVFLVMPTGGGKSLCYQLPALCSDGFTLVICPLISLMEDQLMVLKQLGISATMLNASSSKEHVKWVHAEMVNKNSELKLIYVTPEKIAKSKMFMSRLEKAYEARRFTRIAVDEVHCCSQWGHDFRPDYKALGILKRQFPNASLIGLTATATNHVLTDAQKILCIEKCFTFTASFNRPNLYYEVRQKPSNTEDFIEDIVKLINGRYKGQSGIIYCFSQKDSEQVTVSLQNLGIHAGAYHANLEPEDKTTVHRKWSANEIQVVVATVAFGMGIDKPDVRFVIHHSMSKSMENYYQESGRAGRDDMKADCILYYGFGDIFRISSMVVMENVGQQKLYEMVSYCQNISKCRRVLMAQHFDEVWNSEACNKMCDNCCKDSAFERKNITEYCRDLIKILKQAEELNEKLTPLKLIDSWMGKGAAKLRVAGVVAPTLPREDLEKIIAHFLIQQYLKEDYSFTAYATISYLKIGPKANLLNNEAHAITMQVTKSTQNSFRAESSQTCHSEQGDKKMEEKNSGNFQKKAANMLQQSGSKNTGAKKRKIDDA
#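 RECQ1T1 50 nM; forked duplex (20 bp + 30-nt ss tails) 200 nM, ATP 2 mM final; pH 8.0, 2 mM MgCl2, 2.5 ug/ml poly(dI-dC); 15 min compound preincubation; discontinuous kinetic read over 2 h at RT.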
# GoLoco inh red: qHTS Assay for Inhibitors of RGS12 GoLoco Motif Activity (Red Fluorophore) | Guanine nucleotide-binding protein G(i) subunit alpha-1 (Homo sapiens), P63096 | Gai1:RGS12 GoLoco peptide FP, rhodamine, 10 min | AID 880, 2007 | Potency, µM (highest dose often 61.6 µM), for the others: top-dose activity, negative = inhibition, actives largely listed as inhibitors | hit rate 0.44% among 230,000; active means well fitted inhibition curve with a large enough effect, not every such curve was filed as active; inactive means no such curve, though single readings can be large or run the other way; further: on the % scale 0 is the no-effect control and ±100 the full control effect; nearly all actives have a fitted effect of over 30% in size; many of its hits are not listed in these tables
# * = called active by the depositor; i = inactive; ? = inconclusive; / = not tested or not shown; & = joins results of further samples; [ ] = another dose, or the depositor's remark. Unless noted, the call rests on the fitted dose curve; in most records, active means well fitted curve in the direction sought with a large enough effect; inconclusive means small, poorly fitted or top-dose-only effect, or another doubt; inactive means no such curve, though single readings can be large; an effect the other way counts as inactive or inconclusive. Potency means the concentration at half of the fitted maximal effect. A portion of the library (hit frequency here may not be typical).
SMILES,ALDH1A1 inh,TR SRC2 fluor cs,SMN2 splice enh,LMNA splice mod,TRb-SRC2 inh,KDM4E inh,RECQ1 helicase,GoLoco inh red
CCC(C)CN1CCC(CO)(Cc2ccccc2Cl)CC1 (stereo not given),6%,-1%,-7%,?,3%,-1%,i,21%
CN(C)C(=O)c1ccc(-n2cccn2)nc1,-1%,-5%,-1%,5%[46 µM],-7%,2%,-11%,9%
COc1ccccc1OCC(=O)Nc1ccc(CSc2ccccc2)cc1C,0%,-2%,-30%[inhibitor],4%,-9%,-5%,-11%,4%
O=C(COC(=O)c1ccccc1[N+](=O)[O-])c1ccc(C2CCCCC2)cc1,?,1%,-56%[inhibitor],?,14%,1%,-11%,15%
CCOc1ccc(NCc2cc3cc(OC)ccc3[nH]c2=O)cc1,/,-2%,/,/,0%,?,0%,14%
Fc1cccc2sc(Nc3nc4cc5c(cc4s3)OCCO5)nc12,?,-2%,?,?,-3%,/,-5%,-2%
Cc1cc2c(ccc3[nH]onc32)n1,?,-4%,4%,-9%,-8%,-9%,-1%,-2%
CN(C)c1ncc2nc(CCc3ccccc3)c(=O)n(CCC#N)c2n1,?,/,/,-23%,/,/,-6%,5%
COc1cc(NS(=O)(=O)c2ccc(N=Cc3c(C)[nH]n(-c4ccccc4)c3=O)cc2)nc(OC)n1,-1%,-2%,-4%,-8%,-12%,-4%,0%,8%
Cc1cccc(NC(=O)CSc2nnc(-c3ccc(S(=O)(=O)N4CCOCC4)cc3)n2C)c1,0%,-4%,-9%,-10%,3%,6%,-8%,-3%
O=c1cc2ncc(-n3cc([N+](=O)[O-])cn3)cn2[nH]1,0%,-6%,-3%,4%[9.22 µM],4%,-24%,?,0%
CN(C)C(=O)CN1CCN(Cc2nc(CC3CC3)no2)CC1,/,0%,/,/,-5%,0%,5%,5%
CN(CC(=O)N1CCCC1)S(=O)(=O)c1cc(Cl)ccc1Cl,?,-1%,-15%,-4%,-21%,9%,0%,-6%
CN(C)S(=O)(=O)c1cc(C(=O)NCC2CCCO2)c(Cl)cc1Cl (stereo not given),-10%,4%,-4%,-5%,4%,-3%,-2%,6%
COc1cc(/C=C/c2ccc3cccc([N+](=O)[O-])c3n2)ccc1OCC#N,-9%,-8%,23%,?,1%,1%,-9%,1%
CCCOc1ccc(C(CC(=O)O)NC(=O)CC(c2ccccc2)c2ccccc2)cc1 (stereo not given),7%,-1%,-64%[inhibitor],-2%[46 µM],5%,4%,1%,-13%
CCOc1cc(C(=O)Nc2ccc(N3CCOCC3)cc2)cc(Br)c1OC,?,3%,-27%,-1%[46 µM],6%,?,3%,0%
CCOc1ccc2oc(C(=O)OCC(=O)NC(=O)NC)c(C)c2c1,?,1%,/,/,0%,?,-6%,2%
CCc1ccc(C2CC(c3ccccc3)n3ncnc3N2)cc1 (stereo not given),-9%,-1%,-18%,3%,2%,12%,-7%,11%
O=C(CNc1ccc2c(c1)OCO2)N/N=C\c1cn(Cc2ccc(F)cc2)c2ccccc12,2µM*,-8%,-36%[inhibitor],?,-3%,1%,i,-19%

# Among those listed so far, 2 contain an aryl thioether with sulfur outside any ring.
SMILES,ALDH1A1 inh,TR SRC2 fluor cs,SMN2 splice enh,LMNA splice mod,TRb-SRC2 inh,KDM4E inh,RECQ1 helicase,GoLoco inh red
COc1ccccc1OCC(=O)Nc1ccc(CSc2ccccc2)cc1C,0%,-2%,-30%[inhibitor],4%,-9%,-5%,-11%,4%
Cc1cccc(NC(=O)CSc2nnc(-c3ccc(S(=O)(=O)N4CCOCC4)cc3)n2C)c1,0%,-4%,-9%,-10%,3%,6%,-8%,-3%

# Record cards (already shown). Order of values: ALDH1A1 inh, TR SRC2 fluor cs, SMN2 splice enh, LMNA splice mod, TRb-SRC2 inh, KDM4E inh, RECQ1 helicase, GoLoco inh red
# Listed for `CN(C)C(=O)CN1CCN(Cc2nc(CC3CC3)no2)CC1` → /, 0%, /, /, -5%, 0%, 5%, 5%
# Listed for `CN(C)S(=O)(=O)c1cc(C(=O)NCC2CCCO2)c(Cl)cc1Cl` (stereo not given) → -10%, 4%, -4%, -5%, 4%, -3%, -2%, 6%
# Listed for `CN(C)c1ncc2nc(CCc3ccccc3)c(=O)n(CCC#N)c2n1` → ?, /, /, -23%, /, /, -6%, 5%
# Listed for `Cc1cc2c(ccc3[nH]onc32)n1` → ?, -4%, 4%, -9%, -8%, -9%, -1%, -2%
# Listed for `COc1cc(/C=C/c2ccc3cccc([N+](=O)[O-])c3n2)ccc1OCC#N` → -9%, -8%, 23%, ?, 1%, 1%, -9%, 1%

# (continued)
SMILES,ALDH1A1 inh,TR SRC2 fluor cs,SMN2 splice enh,LMNA splice mod,TRb-SRC2 inh,KDM4E inh,RECQ1 helicase,GoLoco inh red
CCOc1ccc(CC(=O)Nc2sc(Cc3ccccc3)c(C)c2C(N)=O)cc1OCC,?,2%,-2%,0%,-4%,?,i,28%
O=C(Cc1cc(=O)[nH][nH]1)N/N=C/C=C/c1ccccc1,4%,-2%&-6%,19%&24%,?,-7%&-6%,6%&-14%,-28%&-23%,-1%&18%
CC1(C)OC(=O)C(=CNc2cccc(O)c2)C(=O)O1,?,2%,4%,-14%,3%,1%,12%,12%
COc1cc(/C=C2/C(=O)c3cccc([N+](=O)[O-])c3C2=O)c(Br)cc1O,8.9µM*,-20%,?,?,-6%,-25%,25µM*,20%
CN(N=O)C(=O)N[C@H]1C(O)OC(CO)[C@@H](O)[C@H]1O (stereo not given in full),5%,-3%,/,/,7%,4%,i,3%
COc1ccc(OCC(=O)Nc2cccc(NC(=O)c3ccco3)c2)cc1,0%,-1%,/,0%[46 µM],-3%,0%,-5%,-1%
COc1ccccc1NC(=O)c1nn(-c2ccc(Cl)cc2)ccc1=O,5%,1%,11%,2%,-26%,-12%,-15%,-1%
CN(CCCNC(=O)c1cc2c(=O)[nH]c3ccccc3c2n1C)Cc1ccccc1,?,-3%,/,/,2%,?,4%,6%
O=C(CCS(=O)(=O)c1ccc(Br)cc1)N1CCN(Cc2ccccc2)CC1,?,2%,-8%,-1%,-4%,-4%,-5%,5%
COc1ccc(OC)c(-c2csc(NC(=O)C3=NN(c4ccccc4)C(=O)CC3)n2)c1,-22%,-2%,-34%[inhibitor],-11%[46 µM],-7%,-29%,-5%,91%[activator]
CCCCc1ccc(N/C(N)=N/c2nc(C)cc(C)n2)cc1,/,-2%,/,/,-4%,-5%,17%,-7%
Cc1ccc(C(c2nnnn2C2CCCCC2)N2CCc3ccccc32)cc1 (stereo not given),-3%,-2%,-11%,-2%,-15%,-12%,-18%,7%
Cc1nn(-c2ccccc2)c(N2CCCC2)c1/C=N/NC(=O)c1cccc(S(=O)(=O)Nc2ccc(Cl)cc2)c1,-2%,1%,-19%,?,12%,?,-14%,10%
CCOn1c(=O)c(-c2cccs2)[n+]([O-])c2ccccc21,?,0%,-9%,-1%,0%,-12%,-6%,-2%
O=C(Nc1ccccc1)C1=C[C@@H](C2CC2)C[C@@H](OCCCCO)O1,?,0%,/,/,-2%,3%,?,-4%
CCN(CC)C(=O)c1sc(NC(=O)c2cc(-c3ccc(C)s3)nc3ccccc23)c(C(=O)OC)c1C,?,-3%,-9%,5%,0%,?,8%,10%
Cc1cc(Nc2ccccc2)c2c([N+](=O)[O-])cc(C)c(C)c2n1,7%,-12%,-6%,?,-2%,2%,-18%,1%
CCOC(=O)C1(CCOc2ccccc2)CCN(Cc2ccc3nonc3c2)CC1,28µM*,0%[53 µM],/,/,-2%[53 µM],-9%,i,72%[activator]
CCOC(=O)c1c(NC(=O)CNCCOC)sc2c1CCCC2,25µM*,-2%,-3%,-6%,-3%,-6%,6%,8%
N=c1ccn(Cc2c(Cl)cccc2Cl)cc1,/,1%,/,/,2%,0%,i,4%
COCC(C)n1c(SCC(=O)NC(=O)Nc2ccc3c(c2)OCCO3)nc2ccccc2c1=O (stereo not given),-3%,2%,-5%,-10%,8%,1%,-3%,5%
Cc1c(NC(=O)CSc2n[nH]c(-c3ccccc3)n2)c(=O)n(-c2ccccc2)n1C,2%,0%,-10%,14%,3%,-1%,9%,-22%
N#CCCN(Cc1cccnc1)C(=S)NC(=O)c1ccco1,11µM*,-3%,9%,?,-2%,-2%,2%,-60%
CCOc1nc(Oc2cccc(C(=O)O)c2)nc(Oc2cccc(C(=O)O)c2)n1,1%,0%,/,6%,-6%,1%,i,/
COc1ccc(C(=O)N2CCC(C(=O)NCc3ccccn3)CC2)cc1,-14%,-7%,7%,-6%,1%,8%,-5%,3%
O=C1N/C(=C\c2ccccc2)c2ccccc21,1%,3%,?,?,6%,3%,2%,-1%
Cc1occc1C(=O)Nc1ccc(S(=O)(=O)N2CCCC2)cc1,?,-2%,5%,?,-7%,-3%,-9%,-22%
CC(CN1c2ccccc2Sc2ccccc21)N(C)C (stereo not given),?,-8%,-36%&-14%&-10%&-10%[inhibitor],?,1%,-7%&-18%&2%,-16%&-6%,9%&9%&5%&1%
O=c1c2ccccc2nc(-c2ccc(Cl)c(Cl)c2)n1O,6%,-6%,16%,-16%,-2%,-3%,i,9%
Cc1cc(Nc2cc(F)ccc2C)n2ncnc2n1,-16%,-1%,11%,-9%,-8%,-5%,3%,-6%
